Source: PubChem
TRHR agonist: qHTS for Small Molecule Agonists and Allosteric Enhancers of Human TRH Receptor: Primary Screen for Agonists | AID 493084, 2011 | 360,000 tested, 0.18% active | activation, % at 2 µM | TRHR cells, calcium flux fluo-8, FDSS agonist mode | Thyrotropin-releasing hormone receptor (Homo sapiens), P34981; note: 0% is about no effect
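Agonist-mode FDSS calcium read (Ex 480/Em 530, 1 s cycles) in 1536-well TRHR cells with fluo-8 dye, after 10-cycle baseline and 23 nL compound addition; TRH at EC20 (10 nM final) added afterwards for the enhancer phase.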
TRHR enhancer: qHTS for Small Molecule Agonists and Allosteric Enhancers of Human TRH Receptor: Primary Screen for Enhancers; Thyrotropin-releasing hormone receptor (Homo sapiens), P34981; TRHR cells, fluo-8 calcium fluorescence, EC20 TRH enhancement; enhancement, % at 2 µM; 360,000 tested, 0.66% active; in the data active = enhancement above about 30%; note: 0% is about no effect
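Enhancer read-out: after compound pinning and an initial kinetic agonist-mode read, an EC20 of TRH (10 nM final) was injected and fluo-8 calcium signal (Ex 480/Em 530) followed at 1 s/cycle for 100 cycles in TRHR-expressing cells.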
D1 potentiator: Potentiators of Human D1 Dopamine Receptor: qHTS. D(1A) dopamine receptor (Homo sapiens), P21728. HEK293 TREx D1 cells, calcium flux, dopamine EC20 potentiation. potentiation, % at 10 µM. 360,000 tested, 0.036% active. AID 504651, 2011; in the data active = potentiation above about 30%; note: 0% is about no effect
D2 potentiator: HTS Assay for Positive Allosteric Modulators of the Human D2 Dopamine Receptor: Primary Screen for Potentiators; D(2) dopamine receptor (Homo sapiens), P14416; HEK293 T-REx D2, calcium flux, EC20 dopamine potentiation; potentiation, % at 10 µM; 340,000 tested, 0.34% active; AID 485347, 2010;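 active = potentiation over 3 SD above the plate norm, cut at about 30% in these data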; note: 0% is about no effect
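Potentiation of an EC20 dopamine calcium response measured kinetically over 180 s, after a preceding 180 s compound-only read flagging agonists. Cells: inducible Hek293 Trex D2 line, 4000/well, cultured overnight at 30 C before dye loading.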
RXFP1 antagonist: qHTS Assay for Antagonists of the Relaxin Receptor RXFP1. Relaxin receptor 1 (Homo sapiens), Q9HBX9. HEK293-RXFP1, relaxin-stimulated cAMP HTRF, 30 min; stronger effect = lower value. activity change, negative = inhibition, % at 57.5 µM. 350,000 tested, 0.59% active. AID 1259400, 2018;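 active = activity change of -60% or lower, but not beyond a set lower limit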; note: % is set by controls: 0 for no effect and ±100 for the full control effect
Target sequence (Q9HBX9 whole entry, looked up): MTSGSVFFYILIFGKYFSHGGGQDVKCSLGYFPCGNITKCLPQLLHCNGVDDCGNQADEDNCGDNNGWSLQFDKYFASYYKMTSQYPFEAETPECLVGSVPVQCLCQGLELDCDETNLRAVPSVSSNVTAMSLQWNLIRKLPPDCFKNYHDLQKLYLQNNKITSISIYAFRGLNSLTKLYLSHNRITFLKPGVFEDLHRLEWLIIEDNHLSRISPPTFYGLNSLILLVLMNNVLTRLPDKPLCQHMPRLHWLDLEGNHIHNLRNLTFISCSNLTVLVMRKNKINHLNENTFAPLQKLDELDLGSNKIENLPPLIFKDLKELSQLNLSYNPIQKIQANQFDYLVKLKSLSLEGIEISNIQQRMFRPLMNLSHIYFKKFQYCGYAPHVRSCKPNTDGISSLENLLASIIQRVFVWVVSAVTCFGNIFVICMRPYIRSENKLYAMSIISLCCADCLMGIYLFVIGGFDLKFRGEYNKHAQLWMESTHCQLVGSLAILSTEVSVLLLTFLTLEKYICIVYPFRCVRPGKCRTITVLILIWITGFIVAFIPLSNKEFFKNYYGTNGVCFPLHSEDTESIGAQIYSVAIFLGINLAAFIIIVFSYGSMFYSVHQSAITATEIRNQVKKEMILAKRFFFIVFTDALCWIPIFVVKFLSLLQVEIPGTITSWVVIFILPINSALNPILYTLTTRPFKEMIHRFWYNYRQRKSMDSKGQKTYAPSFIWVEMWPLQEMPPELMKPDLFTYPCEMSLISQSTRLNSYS
D1 ag: Allosteric Agonists of the Human D1 Dopamine Receptor: qHTS; D(1A) dopamine receptor (Homo sapiens), P21728; HEK293 T-REx D1 cells, calcium flux, agonist mode; activation, % at 2 µM; 360,000 tested, 1% active; note: 0% is about no effect
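Tetracycline-induced HEK293 TREx D1 cells, force-coupled to calcium signalling, were dye-loaded with a no-wash calcium kit. Compound was pin-added after a 10 s baseline. Fluorescence was read kinetically at 1 cycle/s for 180 s, with calcium rises flagged as agonism.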
D2 agonist: HTS Assay for Allosteric Agonists of the Human D2 Dopamine Receptor: Primary Screen for Agonists; HEK293 T-REx D2 cells, calcium flux agonist mode; activation, % at 2 µM; 340,000 tested, 0.53% active;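 active = activation over 3 SD above normal in the single-dose calcium agonist read, cut at about 30% in these data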; note: 0% is about no effect
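Calcium-flux readout, 1 cycle/sec over 180 s following compound pin transfer, in inducible HEK293 Trex D2 cells (force-coupled); dopamine controls included. Positive calcium responses during this window marked compounds as potential agonists.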
D2 antagonist: HTS Assay for Allosteric Antagonists of the Human D2 Dopamine Receptor: Primary Screen for Antagonists; 340,000 tested, 2% active; inhibition, % at 10 µM; D(2) dopamine receptor (Homo sapiens), P14416; HEK293 TREx D2 cells, calcium flux, dopamine EC80; AID 485344, 2010; in the data active = inhibition above about 30%; note: 0% is about no effect
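Cells plated overnight at 30 C with tetracycline; no-wash calcium dye, 30–90 min RT; 10 s baseline; compound pinned; 180 s read; EC80 dopamine added; another 180 s read.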
D1 antagonist: Antagonist of Human D 1 Dopamine Receptor: qHTS | activity change, negative = inhibition, % at 10 µM | 360,000 tested, 3.2% active | D(1A) dopamine receptor (Homo sapiens), P21728 | HEK293 TREx D1 cells, calcium flux, dopamine EC80; stronger effect = lower value | AID 504652, 2011; in the data active = activity change below about -30%; note: % is set by controls: 0 for no effect and ±100 for the full control effect
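Using tetracycline-induced force-coupled D1 Hek293 cells and a calcium dye, signals were followed for 180 s after compound, then for 180 s after EC80 dopamine, to detect inhibitors.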
* marks the source's active call; other numbers are inactive results; nt = no result given; & = joins results of further samples. Cut-off read from the data, not from the text of the source, unless noted: active = activation above about 30%; inactive = the rest.

Results follow in this order: TRHR agonist, TRHR enhancer, D1 potentiator, D2 potentiator, RXFP1 antagonist, D1 ag, D2 agonist, D2 antagonist, D1 antagonist
N#Cc1ccc(OCc2nnc(-c3ccc([N+](=O)[O-])cc3)o2)cc1
  -0.5, -6, 2, nt, 1, 4, nt, nt, -23
Cc1ccc(C)c(NC(=O)Cn2c(=O)n(Cc3nc(C)no3)c(=O)c3cc4c(cc32)OCO4)c1
  0.5, 5, 0, 3, -18, -1, nt, nt, 1
CCOC(=O)c1noc2ncnc(Nc3ccc(C)c(F)c3)c12
  0.1, -11, -6, -3, nt, 3, -0.3, nt, 14
NC(=O)c1cc2ccccc2o/c1=N/NC(=O)c1ccccc1
  -0.3, -4, -6, 0, 4, 3, -0.2, 12, 2
COc1ccc(/C=N/Nc2nc(C)cc(-c3ccccc3)n2)cc1OC
  -1.4, 11, -5, 3, -24, -1, 0.7, -12, -5
CSCCC(NC(=O)c1ccccc1)C(=O)N1CCN(C(C)=O)CC1 (stereo not drawn)
  -0.2, 7, nt, -7, 2, 2, 0.8, 10, 5
Fc1ccc(-n2ncc3c(N4CCC(Cc5ccccc5)CC4)ncnc32)cc1
  0.0, 3, -1, 9, 0, -1, 0.0, nt, 15
CCOC(=O)c1ccc(N2C(=O)CC(N3CCC(Nc4ccc(F)cc4)CC3)C2=O)cc1 (stereo not drawn)
  0.6, 12, 3, 22, 1, 2, 0.4, 6, 5
COc1ccc(NC(=O)CSc2nnc(Cc3cccn3C)n2CCc2ccccc2)cc1OC
  -0.7, -3, -2, -10, 8, 1, -0.9, -4, -13
O=C(NCC1CCCO1)C(c1ccc(F)cc1)N(CC1CCCO1)C(=O)c1ccc(-c2ccccc2)[nH]1 (stereo not drawn)
  -0.3, 5, -5, -5, 2, 1, -1.3, -5, 3
COc1ccc(C2=NN(CCC(=O)NC3CCC(C)CC3)C(=O)CC2)cc1 (stereo not drawn)
  0.0, -1, 22, 5, 15, 0, -0.4, 2, 15
Cc1ccc(S(=O)(=O)c2c(C)nn(C(C)(C)C)c2OC(=O)CC(C)C)cc1
  4.2, -1, 6, 15, -24, 6, 1.2, -10, 3
CCOc1ccccc1N1CCN(C(=O)c2cc3c(C)cc(C)cc3[nH]2)CC1
  -0.1, 7, 4, 4, -18, 3, 0.0, 3, 10
O=C1CC[C@@H](C(=O)N2CSC[C@H]2C(=O)O)N1
  -0.2, 1, -2, -2, nt, 0, -2.2, -2, -7
CCCC(=O)Nc1ccc2c(c1)C(=O)NC2=O
  0.4, 4, -5, -3, nt, 0, -1.3, -8, -19
COc1ccc(C(=O)O)cc1NC(=S)NC(=O)CSc1ccc(Cl)cc1
  0.4, -3, -3, 5, -7, 3, -1.0, 6, -74*
CCC(C)c1ccc(O)c(NC(=S)NC(=O)c2cccnc2)c1 (stereo not drawn)
  -0.7, 7, 8, -1, -10, 14, -0.2, 0, 42
COc1ccc(CCN(Cc2cccs2)S(=O)(=O)c2ccc(-n3cnnn3)c(OC)c2)cc1OC
  1.7, -8, 4, 4, -3, 4, 0.8, 17, -6
Cc1ccc(NC(=O)CS(=O)CC(=O)Nc2ccccc2-c2ccc(C)o2)cc1 (stereo not drawn)
  0.4, 2, -3, nt, -1, -1, 5.6, 8, 10
Cc1ccc(Oc2c(CO)c(-c3ccccc3)nn2C)cc1
  -3.0, -5, -1, 17, 8, 6, 1.6, 8, -4
O=C1c2ccccc2S(=O)(=O)N1Cc1nc2ccccc2s1
  -1.0, 2, -9, 15, -10, 5, -0.8, -12, 3
Cc1ccc(NC(=O)CSc2nc3c([nH]c4ccccc43)c(=O)n2-c2ccccc2)cc1Cl
  0.3, -3, -3, 0, 11, 1, -0.4, nt, -8
COc1ccc(NC(=O)Cn2nnc(C(=O)NCc3ccc4c(c3)OCO4)c2N)cc1
  0.4&0.9, -6&1, -6&-2, -8&0, -26, 1&0, 0.3&0.0, 2, -15&-11
COc1ccc(C2C(C(=O)N3CCN(c4ccccn4)CC3)CC(=O)N2c2ccc(OC)cc2)cc1 (stereo not drawn)
  -0.5, 2, -7, -4, 0, 1, 0.3, -18, -22
CN(CC(=O)NCCc1ccccc1)S(=O)(=O)c1cccc2nsnc12
  0.1, -4, -1, -2, 4, 1, 1.8, -9, -11
Cc1noc(C)c1COC(=O)c1cc(=O)[nH]c2ccccc12
  -0.1, 2, -4, -1, 0, -1, 0.7, 10, -7
O=C(COC(=O)c1cccnc1Cl)NCCc1ccccc1
  -0.6, 1, 2, -4, -12, 1, 0.6, 1, -13
O=C(COC(=O)/C=C/c1ccc([N+](=O)[O-])cc1)NC(c1ccccc1)c1ccccc1
  -0.7, 3, 2, 12, -21, 2, 0.2, -7, -22
CC1CCCN(CC(O)COc2ccc(Cl)cc2)C1 (stereo not drawn)
  2.1, 4, -1, -25, -7, 7, 0.0, 4, 10
O=C(Nc1cccc(C(F)(F)F)c1)c1cc2ncc(Br)cn2n1
  0.6, -3, 4, -25, -7, 1, 0.6, 53*, 1

(listing goes on)
canonical_smiles | TRHR agonist | TRHR enhancer | D1 potentiator | D2 potentiator | RXFP1 antagonist | D1 ag | D2 agonist | D2 antagonist | D1 antagonist
CCCCCC[N+](C)(C)CCSSCC[N+](C)(C)CCCCCC | -0.1 | -15 | 4 | -7 | -3 | 4 | 0.1 | -8 | -4
CCOc1ccc2nc(NC(=O)c3ccccc3)sc2c1 | -0.1 | 9 | 0 | -8 | 0 | 0 | 1.4 | nt | -1
Cc1nc2sc(C(c3ccccc3)N3CCN(C)CC3)c(O)n2n1 (stereo not drawn) | -0.6 | 3 | 3 | 0 | -1 | 2 | -1.3 | 47* | -12
Cc1cc([N+](=O)[O-])ccc1NC(=S)NC(=O)C(c1ccccc1)c1ccccc1 | 0.6 | 9 | -6 | -5 | -13 | 1 | 1.0 | -7 | 14
CCC[C@@H](NS(=O)(=O)c1ccc(C)cc1)C(=O)Oc1ccc2c3c(c(=O)oc2c1)CCC3 | -1.1 | 0 | -6 | -3 | 2 | 7 | -1.1 | -12 | -7
Cc1ccc(S(=O)(=O)N(C)c2ccc(C(=O)N3CCCCC3)cc2)cc1 | -1.0 | -6 | -7 | -5 | 2 | 8 | 1.0 | -6 | -4
CC(C)c1cccc(C(C)C)c1OC(=O)[C@H]1OC(C(C)(C)C)=C[C@@H]1c1ccccc1 | 0.0 | -13 | 4 | -2 | nt | 1 | -0.2 | 5 | nt
COc1ccc(/C=N\NC(=O)c2ccccc2)cc1COc1ccc(F)cc1 | 0.7 | 6 | -2 | -13 | -3 | 18 | 2.1 | -6 | 6
Cc1ccc(S(=O)(=O)c2nc(-c3ccccc3Cl)oc2N2CCCCCC2)cc1 | 1.3 | -1 | -3 | -15 | -5 | 11 | 1.4 | nt | 23
CC1C(=O)C(C)(C)C(=O)OC1c1ccccc1 (stereo not drawn) | 0.5 | 7 | 0 | -2 | 0 | 3 | 0.2 | -5 | -6
C/C(=N\NC(=O)c1nnn(-c2nonc2N)c1CSc1ccc(C)cc1)c1ccco1 | 0.7 | 2 | -9 | 16 | 1 | 2 | -0.4 | -5 | -6
COc1cc(C(=O)N2CCc3ccccc32)cc(OC)c1OC | 0.0 | -4 | -5 | -1 | 10 | -3 | 1.0 | 2 | 3
CC1=C(C(=O)OCC(Br)(Br)Br)C(c2ccc(Br)cc2)NC(=O)N1CCCC(=O)O (stereo not drawn) | -0.5 | 1 | -2 | 2 | nt | -3 | 0.0 | 2 | 1
CCc1ccc(S(=O)(=O)Nc2cccc(C3OCCCO3)c2)cc1 | -1.2 | 1 | -7 | 2 | -10 | 10 | -0.6 | -10 | -18
CN(C)/C(=N\S(=O)(=O)c1ccccc1)c1ccccc1 | 0.1 | 20 | -3 | 0 | -11 | 1 | -0.1 | -6 | 7
COC(=O)c1cccc(NC(=O)CSc2nnnn2C)c1 | 0.1 | 0 | 1 | -3 | -3 | 2 | -0.9 | -9 | 3
CCOC(=O)N1CCN(C(=O)c2ccc(C)c(S(=O)(=O)Nc3ccccc3)c2)CC1 | -0.3 | 11 | 1 | -2 | 0 | 2 | 0.3 | -3 | 0
COc1ccc(/C=C/C(=O)NCCSCc2ccco2)cc1 | -0.3 | -2 | -2 | 18 | -1 | 1 | -0.4 | -3 | -6
COc1cc(C)cc2oc(=O)c(CC(=O)NCc3cccc(Cl)c3)c(C)c12 | 0.1 | 1 | 0 | 10 | -2 | 1 | -0.7 | nt | 2
COc1ccccc1OCC(=O)OCc1cc(-c2ccco2)on1 | -0.6 | -5 | 4 | 1 | -11 | -1 | 0.0 | 5 | 8
Cc1ccc(CN2CCN(CC(=O)NCc3ccccc3)CC2)cc1 | 0.2 | -2 | -4 | -9 | -99* | 2 | 0.2 | 15 | -11
CSc1nsc(SC)c1C(=O)O | -0.6 | 10 | -4 | 15 | 4 | 4 | -2.9 | -3 | -14

Part of the list above with just D2 potentiator and TRHR agonist:
| canonical_smiles | D2 potentiator | TRHR agonist |
| --- | --- | --- |
| CCOc1ccc2nc(NC(=O)c3ccccc3)sc2c1 | -8 | -0.1 |
| Cc1nc2sc(C(c3ccccc3)N3CCN(C)CC3)c(O)n2n1 (stereo not drawn) | 0 | -0.6 |

Four entries from above, field by field:
CC(C)c1cccc(C(C)C)c1OC(=O)[C@H]1OC(C(C)(C)C)=C[C@@H]1c1ccccc1
  TRHR agonist: 0.0
  TRHR enhancer: -13
  D1 potentiator: 4
  D2 potentiator: -2
  RXFP1 antagonist: nt
  D1 ag: 1
  D2 agonist: -0.2
  D2 antagonist: 5
  D1 antagonist: nt

COc1ccc(/C=N\NC(=O)c2ccccc2)cc1COc1ccc(F)cc1
  TRHR agonist: 0.7
  TRHR enhancer: 6
  D1 potentiator: -2
  D2 potentiator: -13
  RXFP1 antagonist: -3
  D1 ag: 18
  D2 agonist: 2.1
  D2 antagonist: -6
  D1 antagonist: 6

Cc1ccc(S(=O)(=O)c2nc(-c3ccccc3Cl)oc2N2CCCCCC2)cc1
  TRHR agonist: 1.3
  TRHR enhancer: -1
  D1 potentiator: -3
  D2 potentiator: -15
  RXFP1 antagonist: -5
  D1 ag: 11
  D2 agonist: 1.4
  D2 antagonist: nt
  D1 antagonist: 23

CC1C(=O)C(C)(C)C(=O)OC1c1ccccc1 (stereo not drawn)
  TRHR agonist: 0.5
  TRHR enhancer: 7
  D1 potentiator: 0
  D2 potentiator: -2
  RXFP1 antagonist: 0
  D1 ag: 3
  D2 agonist: 0.2
  D2 antagonist: -5
  D1 antagonist: -6
